Bioassay records as filed in PubChem.
ABHD4 inh: ABHD4 (mouse) inhibition, primary FP screen. Q8VD66. purified mABHD4, FP-Rh probe fluorescence polarization. inhibition, % at 8.92 µM. 0.54% of 370,000 active;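 active means inhibition exceeding the mean over every tested compound plus 3 SD, cut at about 30% in these data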;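 further: 0% = plate median of compound wells and 100% = S159A mutant with DMSO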
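assay system = mABHD4 protein | compound dosing = single nominal dose of 8.92 µM, 0.89% DMSO final | read-out basis = percent inhibition of probe binding, normalized to plate controls | schedule = Enzyme–compound pre-incubation 45 min, then probe 60 min, both 25 °C | detection = fluorescence polarization, excitation 525 nm, emission 598 nm, BODIPY TMR filters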
MBD2 inh: inhibitors of human MBD2 binding to methylated oligonucleotide; TR-FRET; inhibition, % at 4.4 µM; 0.31% of 370,000 active; AID 686964; in the data active means inhibition above about 13%
Target sequence (Q9UBB5 whole entry, looked up): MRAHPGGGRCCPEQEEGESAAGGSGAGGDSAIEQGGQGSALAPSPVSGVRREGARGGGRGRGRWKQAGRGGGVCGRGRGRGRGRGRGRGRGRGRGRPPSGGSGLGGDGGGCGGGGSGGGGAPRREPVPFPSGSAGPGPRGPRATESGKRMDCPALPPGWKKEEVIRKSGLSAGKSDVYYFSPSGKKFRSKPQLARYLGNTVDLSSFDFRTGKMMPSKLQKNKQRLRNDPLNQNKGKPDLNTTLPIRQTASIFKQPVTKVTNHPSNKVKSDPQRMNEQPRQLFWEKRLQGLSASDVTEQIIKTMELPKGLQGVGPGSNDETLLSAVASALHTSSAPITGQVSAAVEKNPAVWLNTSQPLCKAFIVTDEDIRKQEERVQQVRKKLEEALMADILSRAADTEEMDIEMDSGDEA
rCAG RNA binder: molecules binding r(CAG) RNA repeats | r(CAG) RNA repeat, TO-PRO-1 dye displacement fluorescence | inhibition, % at 3 µM | 1.3% of 370,000 active | AID 651821;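 active means inhibition above the plate cutoff, the mean of all test compounds on that plate plus 3 SD, cut at about 35% in these data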;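 further: 0% = DMSO alone and 100% = 100 µM mitoxantrone as full dye displacement; higher means more dye released from RNA so lower well fluorescence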
TCR-CD3 inh: human TCR-CD3 binding inhibition; AID 651800; TAMRA-labeled TCR probe fluorescence, biochemical; 0.37% of 360,000 active; inhibition, % at 9.4 µM; in the data active means inhibition above about 19%;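 further: recombinant mutant TCR 2C K166C tagged with TAMRA read by polarization; 0% = receptor in buffer alone and 100% = receptor with positive control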
PRMT1 FP inh: blocks human protein arginine methyltransferase 1; Q99873; recombinant PRMT1, activity-based probe fluorescence polarization; inhibition, % at 2.79 µM; 1.3% of 370,000 active; AID 652257;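 active means inhibition above about 21% made by adding two undisclosed values, limit read from the data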
UHRF1 binding: blocks human UHRF1 binding to methylated DNA; Q96T88; UHRF1 binding to methylated oligo, TR-FRET; inhibition, % at 4.4 µM; 0.75% of 370,000 active; AID 687016; in the data active means inhibition above about 21%;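 further: UHRF1 SRA domain binding a hemimethylated CpG hairpin DNA probe; 0% = median of test compound wells and 100% = reference inhibitor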
NR1D1 modulator: modulators of human Rev-erb alpha DNA binding; P20393; Rev-erbα–FITC-DNA binding, fluorescence polarization, 90 min; activity, % at 10 µM; 0.79% of 370,000 active; AID 1259318;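 active means activity above about 14%, limit read from the data; passing the limit was not always enough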;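 further: 0% = DMSO wells with 35 nM protein and 100% = DMSO wells with 750 nM protein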
Target sequence (P20393 whole entry, looked up): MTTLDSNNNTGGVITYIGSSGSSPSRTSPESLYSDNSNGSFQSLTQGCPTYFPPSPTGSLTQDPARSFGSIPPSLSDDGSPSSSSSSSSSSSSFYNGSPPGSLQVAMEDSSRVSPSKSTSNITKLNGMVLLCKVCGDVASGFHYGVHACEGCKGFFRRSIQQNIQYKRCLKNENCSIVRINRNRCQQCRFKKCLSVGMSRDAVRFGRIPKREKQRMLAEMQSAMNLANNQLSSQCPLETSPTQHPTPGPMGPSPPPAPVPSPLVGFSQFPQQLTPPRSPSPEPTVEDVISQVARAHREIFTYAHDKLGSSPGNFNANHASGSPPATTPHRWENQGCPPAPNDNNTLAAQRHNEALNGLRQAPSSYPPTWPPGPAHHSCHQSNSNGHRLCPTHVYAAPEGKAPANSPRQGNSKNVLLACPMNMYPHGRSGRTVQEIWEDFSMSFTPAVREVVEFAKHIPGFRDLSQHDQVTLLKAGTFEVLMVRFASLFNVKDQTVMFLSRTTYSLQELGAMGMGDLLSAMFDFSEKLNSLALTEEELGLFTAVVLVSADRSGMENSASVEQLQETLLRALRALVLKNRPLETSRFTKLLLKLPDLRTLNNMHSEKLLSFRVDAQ
PG9 Ab binder: binds the HIV-1 gp120 antibody PG9; 0.43% of 360,000 active; inhibition, % at 6.7 µM; TR-FRET gp120-PG9 antibody binding; in the data active means inhibition above about 8.5%
LEDGF integ inh: blocks HIV-1 LEDGF/p75-dependent DNA integration; TR-FRET IN-LEDGF/p75 DNA integration, Eu/Cy5; inhibition, % at 3.7 µM; 0.64% of 370,000 active;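 active means inhibition above the screen-wide mean plus 3 SD, cut at about 13% in these data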;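 further: signal is the Cy5 over europium emission ratio at 671 and 618 nm; 0% = plate median of compound wells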
HTRA1 inhibitor: inhibitors of human serine peptidase HTRA1; Q92743; recombinant HTRA1, FP-rhodamine activity-based probe, fluorescence polarization; inhibition, % at 5.96 µM; 0.5% of 340,000 active; in the data active means inhibition above about 36%;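 further: 0% = enzyme with DMSO and 100% = wells lacking enzyme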
An asterisk follows results filed as active; x = no result given; & = joins results of further samples.

SMILES	ABHD4 inh	MBD2 inh	rCAG RNA binder	TCR-CD3 inh	PRMT1 FP inh	UHRF1 binding	NR1D1 modulator	PG9 Ab binder	LEDGF integ inh	HTRA1 inhibitor
N#CCCN(CCC#N)c1nnc(-c2ccccc2)s1	1	0	-2	1	1	3	-2	-1.9	-2	0
COc1ccc(OC)c(S(=O)(=O)NNC(=S)Nc2ccc3c(c2)OCO3)c1	8	-3	7	-8	-1	-1	0	0.6	4	4
N#Cc1nc(Cc2cccc3ccccc23)oc1NCCN1CCOCC1	-7	-2	10	-9	-2	1	-6	-2.5	5	1
C/C(=C\c1ccccc1)CN1CCN(C)CC1	13	-1	-3	-1	6	2	6	-0.1	-1	-1
Cc1cc2nnc(SCC(=O)N3CCCCC3)n2c(N)n1	-2	-3	3	-1	-3	-1	-3	-0.7	1	2
C[C@H]1COC(=O)[C@@H](CC(=O)OC(C)(C)C)C/C=C\C[C@H](CC(=O)NCCO)C(=O)N1	4	-5	-3	-2	-1	2	0	-1.0	-1	2
CCCn1cc(C(CC(=O)O)C(=O)O)c2ccccc21 (stereo unspecified)	10	0	5	4	3	-1	6	-0.4	-3	2
CN(C)CCNC(=O)c1cccc2c(-c3ccc(F)c(F)c3)coc12	5	0	1	-4	-1	-13	-2	-0.4	-1	x
Cc1ccc(-c2ccc(=O)n(Cc3cc(C)ccc3C)n2)cc1	-9	-2	-5	4	-2	0	7	0.3	3	-29
COc1ccc(N(CC(=O)Nc2ccccc2Cl)S(=O)(=O)c2ccc(C)cc2)cc1OC	-4	1	-3	-4	-1	0	-2	-2.0	-2	-12
CCOC(=O)C1CCN(C(=O)c2ccc(CNS(=O)(=O)c3ccc(OC)cc3)cc2)CC1	-3	-5	-4	0	-3	3	-1	-2.2	4	-3
CN(CCCn1ccc(N)nc1=O)Cc1ccco1	5	-3	1	9	-4	0	2	-1.7	2	6
COc1ccc(NC(=O)C2Cc3c(-c4ccc(Cl)cc4)ccnc3O2)cc1 (stereo unspecified)	4	0	2	1	1	1	-8	-2.2	-1	x
O=C(NC(Cc1ccccc1)C(=O)O)/C(=C/c1cccc([N+](=O)[O-])c1)NC(=O)c1ccco1 (stereo unspecified)	3	-10	8	11	-1	-2	-8	2.3	0	4
CCSc1nc(C)cc(C)c1S(=O)(=O)c1ccccc1C	-12	-3	-5	0	0	1	5	0.0	4	-17
O=C(CSc1ncn[nH]1)c1ccccc1	4	3	2	5	13	-3	1	1.1	13	6
O=C(O)c1cc(-c2ccc(/C=N/N3C(=O)C4C5C=CC(C6CC56)C4C3=O)o2)ccc1Cl (stereo unspecified)	1	1	8	0	3	6	5	-0.7	4	2
Cc1ccc(C(=O)NCC(=O)OCC(=O)c2ccc(Br)s2)cc1	3	0	5	-2	-3	0	4	3.5	-2	-6
Cc1ccc(N2C(N)=C(C#N)C(c3cc(CN4CCOCC4)cs3)C3=C2CC(C)(C)CC3=O)cc1 (stereo unspecified)	4	1	-10	-3	-2	1	4	-0.2	-3	1
O=C(NCC1CC1)c1ccc2c(c1)S(=O)(=O)c1cc(Cl)ccc1C2=O	-2	3	4	3	-2	5	-3	-0.6	10	1
CCc1cc(OCCCCNCc2ccccc2)ccc1Cl	22	-7	3	-2	-1	-5	3	-2.2	8	-5
C/C(=N\NC(=O)c1cccc2ccccc12)c1ccccn1	-5	-4	-1	-3	4	0	6	-2.0	1	1
COc1ccccc1OCc1nc(C#N)c(NCCCn2ccnc2)o1	4	-1	-7	-2	3	-2	-5	1.4	-5	0
COc1cc(OC)cc(C(=O)Nc2ccc(C(=O)c3ccncc3)cc2)c1	-10	-6	-3	7	-1	1	-3	-1.7	-2	-22
Cc1cccc(C(=O)Oc2ccccc2/C=N/NC(=O)c2ccc(NC(=O)C(C)(C)C)cc2)c1	-111	-3	18	24*	1	-1	1	-0.1	-6	-90
CCOC(=O)C1CCCNC1=O (stereo unspecified)	0	2	-2	-2	4	1	-1	-0.4	-7	-1
CCn1nnnc1SCC(=O)N1CCN(Cc2ccc3c(c2)OCCO3)CC1	4	2	4	-6	0	0	-2	-0.4	0	-1
O=C(CCCN1C(=O)c2ccccc2C1=O)NCCC1=CCCCC1	-4	0	-7	4	-2	2	3	-2.1	1	3
Cc1noc(C)c1CSCC(=O)Nc1nc2ccc(F)cc2s1	-2	-3	4	-1	2	-1	1	-0.4	4	-9
Fc1ccc(-n2c(-c3ccc4ccccc4n3)n[nH]c2=S)cc1	-1	-1	4	-2	-2	1	0	1.4	0	5
O=C(NNC1=Nc2ccccc2SC1)c1ccccc1F	4	-2	0	-2	-1	5	-3	-1.8	2	6
Clc1ccccc1-c1ccc2nccn2c1	2	0	1	-1	5	1	1	-0.1	-4	x
C[C@H](CO)NC(=O)c1nc[nH]c1C(=O)N[C@@H](C)c1ccccc1	0	-1	0	2	-1	4	-5	-1.1	1	1
O=C(CN1C(=O)NC2(CCCCCC2)C1=O)NC1CCCCCCC1	-2	-5	-6	-1	-6	-1	11	-2.4	3	4
CCCC(=O)N=c1sc2c(OC)ccc(OC)c2n1C	-6	1	3	-4	-2	3	40*	-2.7	3	-7
COc1cc(/C=C/c2nc3ccccc3c(=O)[nH]2)ccc1O	11	-7	3	-1	6	-2	-5	-4.6	-2	18
CCNC(=S)NNC(=O)c1c(Cl)c(C)nn1C	-9	9	-1	7	5	2	11	-1.6	-1	3
COc1cccc2c1C(=O)O/C2=C/c1ccc2c(c1)OCO2	-3	-3	3	2	-1	3	-12	0.4	-2	1
CC(C)OC(=O)CC(=O)CSc1nc2c(cc1C#N)CCC2	3	-2	3	4	4	0	4	-1.8	-1	4
Cc1cc(NC(c2cccnc2)c2c(C)[nH]c3ccccc23)no1 (stereo unspecified)	7	-2	4	3	0	0	-6	-2.2	1	7

Continued; the last five above are carried over.
SMILES	ABHD4 inh	MBD2 inh	rCAG RNA binder	TCR-CD3 inh	PRMT1 FP inh	UHRF1 binding	NR1D1 modulator	PG9 Ab binder	LEDGF integ inh	HTRA1 inhibitor
COc1cc(/C=C/c2nc3ccccc3c(=O)[nH]2)ccc1O	11	-7	3	-1	6	-2	-5	-4.6	-2	18
CCNC(=S)NNC(=O)c1c(Cl)c(C)nn1C	-9	9	-1	7	5	2	11	-1.6	-1	3
COc1cccc2c1C(=O)O/C2=C/c1ccc2c(c1)OCO2	-3	-3	3	2	-1	3	-12	0.4	-2	1
CC(C)OC(=O)CC(=O)CSc1nc2c(cc1C#N)CCC2	3	-2	3	4	4	0	4	-1.8	-1	4
Cc1cc(NC(c2cccnc2)c2c(C)[nH]c3ccccc23)no1 (stereo unspecified)	7	-2	4	3	0	0	-6	-2.2	1	7
Cn1cnc2c(NCc3ccco3)ncnc21	-2	4	-2	-8	2	3	0	-0.1	-3	-7
Cc1ccc(OCc2cc(C(=O)NCCc3cccnc3)no2)cc1C	1	1	0	-11	7	-1	4	-2.0	1	-10
O=C(O)c1cccc(Nc2ccc([N+](=O)[O-])c3nonc23)c1	-13	-20	-3	-8	4	-18	-7	-5.8	-6	-4
CCOc1cc(C2c3c(oc4ccccc4c3=O)C(=O)N2c2nccs2)ccc1O (stereo unspecified)	2	-9	8	1	-5	-1	-9	0.4	4	3
Cc1ccccc1N(C(=O)c1csnn1)C(C(=O)NC1CCCCC1)c1ccncc1 (stereo unspecified)	1	-6	-2	2	-3	1	0	-1.8	0	-5
CCOC(=O)N1CCN(c2cc(N3CCOCC3)c(F)cc2[N+](=O)[O-])CC1	-3	-7	-7	7	-4	-3	5	-1.5	1	4
COc1ccccc1-c1nnc(NC(=O)CCS(=O)(=O)c2ccc(F)cc2)o1	6	6	4	-3	1	5	6	1.6	0	2
Clc1ccc2c(c1)C(N1CCNCC1)=Nc1ccccc1O2	-4	0	2	4	3	2	5&-5	1.0	-3	4
Cc1cccc(-n2c(N)cc(=O)[nH]c2=S)c1C	6	3	-2	-5	-1	1	0	-1.1	1	15
CC(C)Oc1ccc(C(=O)Nc2ccc(N(C)C)cc2)cc1	6	0	6	-3	3	-5	2	-6.9	0	3
COc1cccc(OC)c1C(=O)Nc1cccc(-c2nc3ccccc3[nH]2)c1	-47	3	7	7	-2	4	-2	0.3	2	-25
O=C(Nc1ccc(OC(F)(F)F)cc1)C1CCCCN1S(=O)(=O)c1ccccc1 (stereo unspecified)	-20	6	-2	7	5	7	2	0.6	4	-15
COc1cc(/C=C/C(=O)N2CCC=CC2=O)cc(OC)c1OC	7	-2	0	-2	4	-1	-1	-0.2	0	-2
COc1cc(OC)cc(C(=O)NC(=S)N2CCCCC2c2cccnc2)c1 (stereo unspecified)	0	-2	-1	-4	0	-1	-7	0.1	-2	-12
CN1CCc2c(sc(NC(=O)C3CCCN3S(=O)(=O)c3ccc(Cl)s3)c2C(N)=O)C1 (stereo unspecified)	-9	0	2	-2	-12	2	2	-3.4	6	-2
COc1ccc(NC(=O)Cn2c(CCC(=O)O)ccc2-c2ccccc2)cc1	-8	-4	8	8	-2	-2	1	0.7	3	-8
CC(=O)c1ccc(OCC(=O)OCC(=O)NCc2ccco2)cc1	2	-1	2	5	2	0	-4	-1.9	-3	12
Cn1c2c(c(=O)n(C)c1=O)CN(CCc1ccccc1)CN2	4	-1	-1	3	-1	1	4	-0.3	0	3
NC(=O)C1CCCN(C(=O)CN2C(=O)NC(c3ccccc3)(c3ccccc3)C2=O)C1 (stereo unspecified)	4	-2	-2	6	-2	3	0	-0.4	2	1
Nc1ccc(S(=O)(=O)Nc2ccc(S(N)(=O)=O)cc2)cc1	-2	4	0	3	-2	-1	-4	0.2	-1	-2
COc1ccc(C2(C(=O)Nc3ccc(OC)cc3OC)CCCC2)cc1	-5	-2	-2	-1	0	3	-6	-3.1	0	-11
CCCCNCCOCCOc1ccc(C)cc1[N+](=O)[O-]	10	7	-2	5	-1	1	-3	0.4	1	3
O=C1CCCN1CCC1CCN(C2CC(=O)N(c3ccc(F)cc3)C2=O)CC1 (stereo unspecified)	7	-2	-1	9	48*	0	-8	-0.1	-1	0
COCc1cccc(-c2csc(C(O)c3ccc(F)c(F)c3)n2)c1 (stereo unspecified)	-14	9	3	7	52*	7	-7	0.8	-4	x
Cc1ccc(NC(=O)CSc2nc(=O)n(CCCN3CCOCC3)c3c2CCCC3)c(C)c1	3	-1	-7	0	4	0	2	0.8	-5	5
COC(=O)c1ccccc1NC(=O)CN1CCC(n2nnc3cc(F)ccc32)CC1	-3	4	1	-13	-1	-4	x	0.6	2	-7
Cc1ccccc1OCC(O)CN1CCN(CCN2C(=O)c3cccc4cccc(c34)C2=O)CC1 (stereo unspecified)	4	0	3	3	-1	-2	-8	0.7	2	-11
COc1cc(C(=O)OCC(=O)c2c(N)n(C)c(=O)n(C)c2=O)ccc1OCCC(C)C	-6	-3	0	7	0	-3	2	-3.6	3	-10
CC(=O)N1CCN(c2ccc([N+](=O)[O-])c(NCc3cccnc3)c2)CC1	0	-7	-3	0	-7	-11	-2	-2.0	2	-5
CCc1c(-c2ccccc2)nc(N)c(C#N)c1-c1cccs1	-6	2	1	-1	-1	0	12	-2.4	0	-10
CCCSc1nc2c(c(=O)n1-c1ccc(OCC)cc1)SCC2	4	-2	-1	-2	2	4	9	-0.3	-1	3
C[C@@H]1C[C@H]2[C@@H]3CCC4=CC(=O)C=C[C@]4(C)[C@@]3(F)[C@@H](O)C[C@]2(C)[C@H]1C(=O)CO	1	10	2	-2	3	1	-1	-0.1	-1	5

Not all compounds are listed. The share of hits here may be higher or lower than overall.
